High-throughput results (PubChem)
SW480 rereplic: A quantitative high throughput screen for small molecules that induce DNA re-replication in SW480 colon adenocarcinoma cells. SW480 DNA re-replication, Hoechst DNA content imaging, 48 h. Potency, µM (doses to about 46.1 µM), for the others: top-dose re-replication activation, most hits filed as activators. 1.8% of 340,000 active; further: potency means the concentration at half of the fitted maximal effect; % of control where 0% means no effect; nearly all actives have a fitted effect of over 55% in size
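Cells (250 per well) received 23 nL compound or DMSO by pin tool and were kept 48 hr at 37 C, 5% CO2. Nuclei were then stained with Hoechst for 40 min and scanned for DNA content.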
KB-V1 MDR tox: qHTS assay for MDR1-selective chemotherapeutics: Primary screen using the drug-selected MDR subline cells KB-V1; Potency, µM (doses to about 46.1 µM), without a hit: at the top dose activity change, negative = cytotoxicity, usual class: cytotoxic; 3.4% of 400,000 active; KB-V1 MDR cells viability, CellTiter-Glo, 72 h; further: potency means the concentration at half of the fitted maximal effect; on the % scale 0 is the no-effect control and ±100 the full control effect; nearly all actives have a fitted effect of over 60% in size
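KB-V1, DMEM (no phenol red) + 10% FBS; cpd pin-transferred, titration series; 72 h, 37 degrees C; CellTiter-Glo, luminescence. Data normalized, curve-fit.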
MCF10A rerep: A quantitative high throughput screen for small molecules that induce DNA re-replication in MCF 10a normal breast cells. MCF 10A DNA re-replication, Hoechst nuclear intensity, 48 h. Potency, µM (top dose mostly 46.1 µM), for the others: at the highest dose activity, positive = re-replication, most hits filed as activators. 2.9% of 350,000 active. AID 624296, 2012; further: potency means the concentration at half of the fitted maximal effect; % of control where 0% means no effect; nearly all actives have a fitted effect of over 50% in size
WRN helicase inh: qHTS for Inhibitors of WRN Helicase; WRN helicase unwinding, fluorescent forked duplex, kinetic; Potency, µM (series often up to 114 µM), for inactives: at the highest dose activity change, negative = inhibition, usual class: inhibitors; 0.46% of 360,000 active; further: potency means the concentration at half of the fitted maximal effect; on the % scale 0 is the no-effect control and ±100 the full control effect; nearly all actives have a fitted effect of over 55% in size
Target sequence (Q14191 whole entry, looked up): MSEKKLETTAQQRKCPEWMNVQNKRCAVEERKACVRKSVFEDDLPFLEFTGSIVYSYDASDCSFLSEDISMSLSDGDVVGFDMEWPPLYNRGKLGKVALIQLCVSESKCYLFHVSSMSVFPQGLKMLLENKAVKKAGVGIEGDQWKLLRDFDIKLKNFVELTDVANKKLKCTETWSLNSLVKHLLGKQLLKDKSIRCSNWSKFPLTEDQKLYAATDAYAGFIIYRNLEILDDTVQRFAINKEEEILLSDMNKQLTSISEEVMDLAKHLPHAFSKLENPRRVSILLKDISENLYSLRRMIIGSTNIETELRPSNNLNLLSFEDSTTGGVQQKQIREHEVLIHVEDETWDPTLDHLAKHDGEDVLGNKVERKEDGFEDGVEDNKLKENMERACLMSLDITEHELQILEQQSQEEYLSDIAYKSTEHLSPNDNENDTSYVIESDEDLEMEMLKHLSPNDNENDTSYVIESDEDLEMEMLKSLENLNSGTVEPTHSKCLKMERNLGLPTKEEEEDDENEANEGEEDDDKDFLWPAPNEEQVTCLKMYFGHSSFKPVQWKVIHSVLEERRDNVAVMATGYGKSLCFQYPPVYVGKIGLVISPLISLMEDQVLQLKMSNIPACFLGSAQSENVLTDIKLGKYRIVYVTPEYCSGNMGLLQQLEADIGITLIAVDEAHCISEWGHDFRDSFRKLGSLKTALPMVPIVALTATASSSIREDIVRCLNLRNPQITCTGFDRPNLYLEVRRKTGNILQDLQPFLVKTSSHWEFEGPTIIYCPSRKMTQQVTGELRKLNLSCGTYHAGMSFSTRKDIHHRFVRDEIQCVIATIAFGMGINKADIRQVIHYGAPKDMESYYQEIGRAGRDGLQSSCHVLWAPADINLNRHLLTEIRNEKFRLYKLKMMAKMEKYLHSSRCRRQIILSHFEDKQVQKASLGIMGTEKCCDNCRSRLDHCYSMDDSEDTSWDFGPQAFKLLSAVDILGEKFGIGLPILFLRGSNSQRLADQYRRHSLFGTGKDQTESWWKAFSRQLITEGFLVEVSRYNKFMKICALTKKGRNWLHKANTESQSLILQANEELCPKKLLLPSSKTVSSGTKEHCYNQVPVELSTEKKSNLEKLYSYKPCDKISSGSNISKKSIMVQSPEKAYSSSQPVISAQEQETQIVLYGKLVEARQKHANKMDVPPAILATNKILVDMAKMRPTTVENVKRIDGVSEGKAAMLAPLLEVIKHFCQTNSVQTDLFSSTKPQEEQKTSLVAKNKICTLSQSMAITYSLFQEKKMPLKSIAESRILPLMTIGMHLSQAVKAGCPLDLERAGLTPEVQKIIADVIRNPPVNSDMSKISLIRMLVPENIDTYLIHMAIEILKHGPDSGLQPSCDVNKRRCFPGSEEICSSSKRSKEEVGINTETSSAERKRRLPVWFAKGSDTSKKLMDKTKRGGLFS
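Kinetic fluorescence helicase assay: unwinding of a quenched forked DNA duplex (100 nM final) with 2 mM ATP final raises red fluorescence (525/598 nm). Compounds sat 15 min at room temperature with 20 nM WRN beforehand.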
HT1080 IDH1KD tx: qHTS for induction of synthetic lethality in tumor cells producing 2HG: qHTS for the HT-1080-IDH1KD cell line; Potency, µM (titrated, usually from 46.1 µM), for inactives: at the top dose activity, negative = toxicity, most hits filed as cytotoxic; 2% of 360,000 active; HT-1080 IDH1 knockdown viability, ATP luminescence, 48 h;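 further: potency means the concentration at half of the fitted maximal effect; 0% = DMSO wells and -100% = cell-free medium wells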
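In this qHTS, HT-1080 cells depleted of IDH1 are exposed for 48 h at 37 °C to compound titrations. Toxicity is scored from CellTiter-Glo luminescence, with DMSO as full viability and medium alone as none.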
KB-3-1 tox: qHTS assay for MDR1-selective chemotherapeutics: Primary screen using the parental adenocarcinoma cell KB-3-1. Potency, µM (series often up to 46.1 µM), inactives show at the highest dose activity change, negative = cytotoxic, usual class: cytotoxic. 1.4% of 400,000 active. KB-3-1 viability, CellTiter-Glo ATP luminescence, 72 h. AID 1347075, 2019; further: potency means the concentration at half of the fitted maximal effect; on the % scale 0 is the no-effect control and ±100 the full control effect; nearly all actives have a fitted effect of over 60% in size
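Viability of parental KB-3-1 cells, measured by CellTiter-Glo luminescence, followed a 72 h incubation at 37 °C with pinned compounds in phenol-red-free DMEM containing 10% FBS.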
IL-1B inflam inh: qHTS for Inhibitors of Inflammasome Signaling: IL-1-beta AlphaLISA Primary Screen; THP-1 LPS/ATP IL-1B secretion, AlphaLISA, 16 h; hits give low values; activity change, % at 57.5 µM; 4.7% of 360,000 active; AID 743279, 2014; in the data active means activity change below about -50%; inconclusive means mostly about -30% to -49%; further: on the % scale 0 is the no-effect control and ±100 the full control effect
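THP-1 cells pretreated 1 hr with compounds (up to 57.5 uM final), then stimulated with LPS (250 ng/mL final) plus ATP (1.25 mM final); secreted IL-1B measured by AlphaLISA after 16 hr, decreased signal indicating inhibition.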
ATXN2 expr inh: Primary qHTS for Inhibitors of ATXN expression | HEK-293 ATXN2-luciferase reporter, luminescence, 24 h | Potency, µM (doses to about 57 µM), inactives show at the highest dose activity change, negative = inhibition, hits mostly inhibitors | 0.72% of 360,000 active; further: potency means the concentration at half of the fitted maximal effect; on the % scale 0 is the no-effect control and ±100 the full control effect; nearly all actives have a fitted effect of over 55% in size
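ATXN2-luciferase reporter cells (luciferase flanked by upstream and downstream ATXN2 gene portions) were treated 24 h at 37 °C with compounds at up to 57 uM. SteadyGlo luminescence gave expression; GF-AFC fluorescence gave viability.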
HT1080NT lethal: qHTS for induction of synthetic lethality in tumor cells producing 2HG: qHTS for the HT-1080-NT fibrosarcoma cell line. HT-1080-NT fibrosarcoma viability, CellTiter-Glo ATP luminescence, 48 h. 1.6% of 360,000 active. Potency, µM (doses to about 46.1 µM), without a hit: at the highest dose activity, negative = less viability, hits mostly cytotoxic;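 further: NT is the 2HG producing partner of a matched IDH1 knockdown line; potency means the concentration at half of the fitted maximal effect; 0% = DMSO-treated cells and -100% = media-only wells without cells; nearly all actives have a fitted effect of over 55% in size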
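Luminescent CellTiter-Glo readout after 48 hours of compound exposure at 37 degrees C defined viability of HT-1080-NT cells. Activity was normalized to DMSO wells and cell-free media wells; concentration-response curves were fitted and assigned curve classes.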
* = called active by the depositor; ? = inconclusive; . = not tested or not shown; [ ] = another dose, or the depositor's remark. Unless noted, the call rests on the fitted dose curve; in most records, active means well fitted curve in the direction sought with a large enough effect; inconclusive means small, poorly fitted or top-dose-only effect, or another doubt; inactive means no such curve, though single readings can be large; an effect the other way counts as inactive or inconclusive.

SMILES	SW480 rereplic	KB-V1 MDR tox	MCF10A rerep	WRN helicase inh	HT1080 IDH1KD tx	KB-3-1 tox	IL-1B inflam inh	ATXN2 expr inh	HT1080NT lethal
O=C(/C(=N\Nc1ccccc1)Sc1nnnn1-c1ccccc1)c1ccccc1	-123%[inhibitor]	?	-26%	-1%	1%	4%	0	11%	4%
CC/C(=N\NC(=O)Nc1nonc1N)c1ccc(OC)c(OC)c1	0%	2%	1%	7%	-8%	8%	-13	3%	0%
O=C(N1CCOCC1)N1CCc2ccccc21	-18%	-10%	5%	5%	-11%	-7%	-6	2%	-11%
CCc1nnc(NC(=O)CSc2nnc(-c3cc4ccccc4cc3O)n2CCOC)s1	-3%	-3%	7%	-12%	-2%	20%	29	10%	-2%
COc1ccc(C2C(C#N)=C(N)Oc3c2ccc2cccnc32)cc1OC (centres undefined)	1.6µM*	-24%	4.6µM*	1%	0.65µM*	2.6µM*	-10	3%	?
Cc1oc(-c2ccccc2Cl)nc1CS(=O)CC(=O)NCc1cccs1 (centres undefined)	-3%	-9%	16%	-2%	3%	18%	-13	2%	1%
COC(=O)c1cccc(NS(=O)(=O)c2ccc(NC(C)=O)cc2)c1C	-16%	11%	-4%	4%	-4%	-1%	7	.	9%
O=C(Cc1ccccc1F)OCC(=O)N1CCN(C(=O)c2ccco2)CC1	-10%	-9%	-6%	2%	16%	2%	-8	.	10%
C=CCn1c(SCCN2CCCC2)nc2c([nH]c3ccccc32)c1=O	-30%	-25%	?	?	8%	4%	0	-3%	3%
C=CCOC(=O)C(C#N)c1nc2ccccc2nc1N1CCN(c2ccccc2OC)CC1 (centres undefined)	10%	0%	?	-12%	10%	0%	-20	-3%	-2%
COc1ccc(CCN2C(=O)COc3ccccc3C2C(=O)Nc2ccc3c(c2)OCCO3)cc1OC (centres undefined)	.	-11%	.	2%	10%	24%	16	?	14%
CCN(CC)S(=O)(=O)c1ccc(N2CCOCC2)c(NC(=O)C2COc3ccccc3O2)c1 (centres undefined)	-9%	0%	14%	-6%	-15%	-5%	0	4%	-7%
O=C(NCCN1CCN(c2cccc(Cl)c2)CC1)c1cccn2c(=O)c3ccccc3nc12	10%	-15%	26%	-5%	-13%	5%	15	-18%	-5%
COc1ccc(NS(=O)(=O)c2c(C)[nH]c(C)c2C(=O)N2CCCCC2)cc1Cl	-4%	0%	?	-2%	2%	14%	-3	2%	3%
Cc1cccc(COC(=O)C(Cc2ccccc2)NC(N)=O)c1 (centres undefined)	-9%	?	12%	3%	0%	10%	-1	0%	-1%
COc1ccc(C(=O)NCC(C)CN(C)C)cc1 (centres undefined)	-2%	?	5%	-10%	10%	17%	22	3%	11%
CC1=C(C(=O)Nc2ccc(Br)cc2)C(c2ccco2)NC(=O)N1 (centres undefined)	7%	-23%	?	0%	-6%	-6%	11	-7%	-13%
O=C(O)c1ccccc1C(=O)NCC(O)c1ccccc1 (centres undefined)	-9%	3%	2%	6%	22%	0%	-6	4%	?
COc1ccc(-c2cc(-c3ccco3)[nH]c(=O)c2C#N)cc1OC	7%	18%	?	-8%	-10%	2%	-29	.	8%
O=S(=O)(c1cc(-c2nnc(-c3ccc(Br)cc3)o2)ccc1Br)N1CCCCCC1	2%	-28%	24%	-12%	0%	?	-7	-16%	-5%
O=C(Nc1cccnc1)c1ccc2snnc2c1	1%[9.22 µM]	23%	-1%	3%	9%	-1%	-13	2%	25%
CCN(CC)CCOC(=O)c1ccc(NC(=O)CSc2nnc(-c3cccs3)n2CC)cc1	-5%	-27%	-8%	5%	11%	0%	-13	4%	0%
O=C1C=C(c2cccc(CO)c2)C[C@@H](c2ccc(F)cc2)C1	3%	-2%	29%	-14%	-4%	-13%	-3	-5%	-1%
CC(C)=NOc1nc(NC(=O)NS(=O)(=O)c2ccccc2Cl)nc(N(C)C)n1	-3%	21%	6%	13%	14%	-3%	20	0%	9%
CN(C(=O)CSc1nc(C2CC2)n(-c2ccccc2)n1)C1CCS(=O)(=O)C1 (centres undefined)	-17%	17%	3%	-25%	1%	4%	5	1%	2%
COC(=O)[C@H](Cc1ccc(O)cc1)NC(=O)Cn1ccc(NC(=O)OCc2ccccc2)nc1=O	-4%	22%	8%	-5%	8%	0%	0	16%	13%
O=S(=O)(Cc1ccccc1)Nc1ccccc1Br	-1%	-3%	?	-7%	20%	21%	-15	24%	5%
CC(C)(C)C(=O)N1NC(=Nc2ccccc2)SC1(C)C	0%	-4%	21%	-1%	-10%	-19%	.	-5%	-4%
COc1ccc(NC(=O)CSc2nnc(-c3ccccn3)n2N)cc1	-5%	0%	0%	3%	11%	24%	-2	4%	5%
Cc1ccc(C)c2[nH]c(=O)c(CN(Cc3cccs3)C(=S)NCc3ccco3)cc12	.	-20%	-5%	-20%	10%	14%	0	-10%	6%
O=C1NC[C@H](CCCCN2CCN(CCC3CCCCC3)C(=O)C2=O)N(CCc2ccc(O)cc2)C1=O	.	?	.	6%	15%	?	0	6%	23%
CC(=O)Nc1cccc(C(=O)OCC(=O)NNC(=O)c2ccc([N+](=O)[O-])cc2)c1	-1%	-2%	-2%	-8%	9%	0%	15	6%	7%
Cc1cc(C(=O)NCCCN2CCN(c3cc(Cl)ccc3C)CC2)n(-c2ccccc2)n1	?	?	?	-7%	?	?	-9	-27%	?
CN1OC[C@@H]2CN(C(=O)c3ccco3)[C@H](c3ccc(-c4ccc(C#N)cc4)cc3)C[C@@H]21	.	?	.	-1%	-10%	9%	-13	-2%	-5%
COc1ccc(N(CC(=O)NCc2cccc(OC)c2)S(=O)(=O)c2c(C)noc2C)cc1	2%	13µM*	12%	0%	2%	1%	30	13%	5%
Cc1ccc(/C=N/N2CCN(Cc3cccc4ccccc34)CC2)s1	6%	12%	-18%	-4%	14%	-3%	15	-1%	?
CC(NC(=O)C(=O)NCCN1CCN(C(=O)c2ccccc2Br)CC1)c1ccccc1 (centres undefined)	-14%	-1%	-27%	-9%	14%	-1%	6	-7%	2%
Cc1ccccc1-c1cc(-c2ccccc2O)n[nH]1	?	18µM*	?	-10%	?	?	-9	85%[activator]	?
S=c1[nH]nc(NC2CCCCC2)s1	.	23%	.	13%	-3%	8%	24	.	1%
O=C(O)c1cccc(S(=O)(=O)Nc2ccc3[nH]c(=O)[nH]c3c2)c1	27%	-9%	-19%	-17%	16%	-20%	20	-1%	-5%

Four compounds out of the list, sorted by number of heavy atoms, rising.
SMILES	SW480 rereplic	KB-V1 MDR tox	MCF10A rerep	WRN helicase inh	HT1080 IDH1KD tx	KB-3-1 tox	IL-1B inflam inh	ATXN2 expr inh	HT1080NT lethal
O=C(O)c1cccc(S(=O)(=O)Nc2ccc3[nH]c(=O)[nH]c3c2)c1	27%	-9%	-19%	-17%	16%	-20%	20	-1%	-5%
CC(NC(=O)C(=O)NCCN1CCN(C(=O)c2ccccc2Br)CC1)c1ccccc1 (centres undefined)	-14%	-1%	-27%	-9%	14%	-1%	6	-7%	2%
COc1ccc(N(CC(=O)NCc2cccc(OC)c2)S(=O)(=O)c2c(C)noc2C)cc1	2%	13µM*	12%	0%	2%	1%	30	13%	5%
O=C1NC[C@H](CCCCN2CCN(CCC3CCCCC3)C(=O)C2=O)N(CCc2ccc(O)cc2)C1=O	.	?	.	6%	15%	?	0	6%	23%

(list continues)
SMILES	SW480 rereplic	KB-V1 MDR tox	MCF10A rerep	WRN helicase inh	HT1080 IDH1KD tx	KB-3-1 tox	IL-1B inflam inh	ATXN2 expr inh	HT1080NT lethal
COc1ccnc(Nc2ccc(C)c(C)c2)c1C#N	0%	-6%	-12%	-11%	-21%	-9%	17	-6%	1%
CCC(=O)c1ccc(OCC(=O)Nc2ccc(S(=O)(=O)Nc3cc(C)nc(C)n3)cc2)cc1	-7%	-3%	0%	-11%	-2%	-3%	22	-30%	-3%
CCNc1nc(NC(C)CC)nc(Oc2ccc(=O)[nH]n2)n1 (centres undefined)	?	-6%	-13%	-18%	-2%	-9%	0	16%	-7%
COc1ccc(C(=O)NC(=O)COC(=O)CCS(=O)(=O)c2ccc(C)cc2)cc1	?	-13%	3%	-31%	12%	-8%	4	-13%	0%
O=C(/C=C/c1ccccc1)N1CCN(c2c(Cl)cccc2[N+](=O)[O-])CC1	26%	-8%	26µM*	7%	-9%	-20%	?	?	-6%
CC(=O)NCCNC(=O)c1cccc(NS(=O)(=O)c2ccc3c(c2)OCCO3)c1	-16%	6%	-6%	0%	4%	5%	34	-12%	12%
O=C(c1ccc([N+](=O)[O-])cc1Cl)N1CCN(c2ccccn2)CC1	?	-26%	-2%	-2%	-2%	-7%	30	.	-2%
Cc1cc(C)n(C(=O)c2cccc([N+](=O)[O-])c2)n1	-28%	-2%	-3%	4%	6%	-5%	15	19%	0%
Cc1nc2c(ccc3nc(NC(=O)Cc4ccccc4)sc32)s1	18%	-23%	?	-14%	1%	0%	-25	-2%	-22%
Cc1cc(=O)[nH]c(SCC(=O)Nc2nc3c(s2)CCCC3)n1	-3%	20%	0%	-4%	-5%	16%	33	7%	-6%
Cc1cc(C)cc(Oc2coc3cc(OC(=O)c4cccnc4)ccc3c2=O)c1	21%	3%	?	-2%[57.1 µM]	-3%	0%	17	1%	-7%
O=C(c1ccc2nc(-c3ccccc3)c(-c3ccccc3)nc2c1)N1CCCCC1	-18%	?	?	-4%	0%	0%	?	.	0%
Cc1noc(C)c1COC(=O)CCc1ccc(S(=O)(=O)N2CCCCC2)cc1	5%	12%	-19%	-5%	4%	15%	19	-9%	-2%
CC(C)N(C(=O)COC(=O)c1ccc(Cl)nc1)C(C)C	20%	-22%	-10%	1%	2%	-14%	0	23%	-2%
